DYRK1A inh = inhibitors of rat Dyrk1A kinase; Q63470; ADP-Glo luminescence, NFATc1 peptide; inhibition, % at 12.5 µM; 0.43% of 310,000 active; AID 504441; in the data active means inhibition above about 50%;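 further: plate controls were vehicle with enzyme for no effect and no enzyme for full effect; many of its hits are not listed in these tables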
KCNK3 inh = human KCNK3 channel inhibition, primary screen; 0.84% of 340,000 active; CHO-KCNK3 thallium flux, FluxOR fluorescence; hits give low values; B-score at 10 µM;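 active means B-score under library mean minus 4 SD, starting fluorescence ratio at most library mean plus 5 SD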;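 further: more negative B-score means stronger inhibition of thallium flux through KCNK3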
Target sequence (O14649 whole entry, looked up): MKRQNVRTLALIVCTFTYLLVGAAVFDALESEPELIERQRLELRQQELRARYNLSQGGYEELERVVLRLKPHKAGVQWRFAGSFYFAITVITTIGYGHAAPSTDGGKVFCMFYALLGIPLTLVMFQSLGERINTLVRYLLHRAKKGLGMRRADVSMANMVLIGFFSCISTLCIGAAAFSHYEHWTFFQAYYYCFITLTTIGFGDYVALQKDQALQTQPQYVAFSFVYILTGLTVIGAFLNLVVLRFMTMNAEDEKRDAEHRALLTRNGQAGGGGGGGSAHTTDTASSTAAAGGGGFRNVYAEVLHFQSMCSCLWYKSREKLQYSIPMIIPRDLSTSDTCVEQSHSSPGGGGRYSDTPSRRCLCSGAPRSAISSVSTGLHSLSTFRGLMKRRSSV
GSK3 alpha inh = human GSK-3 alpha kinase inhibition; P49840; ADP-Glo luminescence, 60 min; inhibition, % at 10 µM; 0.1% of 320,000 active; AID 2650;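 in the data active means inhibition above about 50%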;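 further: GST-tagged GSK-3 alpha with peptide substrate and 25 µM ATP; 0% = DMSO neutral wells and 100% = GW8510 positive control wells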
HDAC3 inhib = inhibitors of human histone deacetylase 3. 0.15% of 320,000 active. O15379. recombinant HDAC3, fluorogenic peptide/trypsin coupled, fluorescence. inhibition, % at 8.3 µM. AID 2718; in the data active means inhibition above about 26%, passing the limit was not always enough
Target sequence (O15379 whole entry, looked up): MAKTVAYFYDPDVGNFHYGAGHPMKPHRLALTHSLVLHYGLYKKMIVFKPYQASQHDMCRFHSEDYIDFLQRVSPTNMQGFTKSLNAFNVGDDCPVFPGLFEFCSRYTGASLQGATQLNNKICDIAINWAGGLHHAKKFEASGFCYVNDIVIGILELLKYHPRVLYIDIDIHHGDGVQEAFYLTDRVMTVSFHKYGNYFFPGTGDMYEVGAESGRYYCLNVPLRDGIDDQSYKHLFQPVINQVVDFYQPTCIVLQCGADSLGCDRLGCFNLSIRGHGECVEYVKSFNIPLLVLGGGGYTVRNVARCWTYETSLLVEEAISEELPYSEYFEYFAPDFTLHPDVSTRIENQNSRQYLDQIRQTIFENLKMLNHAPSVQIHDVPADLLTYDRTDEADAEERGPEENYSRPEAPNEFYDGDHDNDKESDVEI
An asterisk follows results filed as active; i = inactive; / = not tested or not shown; & = joins results of further samples.

SMILES	DYRK1A inh	KCNK3 inh	GSK3 alpha inh	HDAC3 inhib
NC(Cc1cc(O)c(O)cc1O)C(=O)O (stereo not given)	/	/	-2	-1
Cc1cccc(N2C(=O)NC(=O)/C(=C/c3ccc([N+](=O)[O-])o3)C2=O)c1	/	/	-1	3
CCC1C=CC=CC[C@H](C)[C@@H](O)[C@](C)(O)C(=O)[C@@H](C)[C@H](O)[C@@H](C)C(=O)[C@H](C)[C@@H](O)[C@H](C)C=CC(=O)OC2[C@@H](C)C(CC1)OC1(CC[C@@H](C)C(C[C@H](C)O)O1)[C@@H]2C (stereo not given in full)	/	/	-5	15
c1ccc(-c2[nH]c[n+](CC3CO3)c2-c2ccccc2)cc1 (stereo not given)	/	/	0	-2
Cc1cc(N(CCCl)CCCl)ccc1C=Cc1ccncn1	/	i	/	/
Cc1cc(-c2cc(C)c(N)c(C)c2)cc(C)c1N	/	i	/	/
O=C1NC(=O)C(Cc2ccccc2)(Cc2ccccc2)C(=O)N1Cc1ccccc1	/	i	/	/
Nc1cccc2c1Cc1cc([N+](=O)[O-])ccc1-2	/	i	/	/
Nc1ccc(Br)cc1	/	i	/	/
CN1Cc2cnnn2-c2ccccc2C1c1ccccc1 (stereo not given)	/	i	/	/
COc1ccc(C(=O)N2Cc3cnnn3-c3ccccc3C2C#N)cc1 (stereo not given)	/	i	/	/
Cc1cc(C)c2c(c1)NP(=S)(c1ccccc1)N2 (stereo not given)	/	i	/	/

Entries of single compounds, looked up by structure. Order of values: DYRK1A inh | KCNK3 inh | GSK3 alpha inh | HDAC3 inhib
`NC(Cc1cc(O)c(O)cc1O)C(=O)O` (stereo not given) is listed as / | / | -2 | -1
`Cc1cccc(N2C(=O)NC(=O)/C(=C/c3ccc([N+](=O)[O-])o3)C2=O)c1` is listed as / | / | -1 | 3
`COc1ccc(C(=O)N2Cc3cnnn3-c3ccccc3C2C#N)cc1` (stereo not given) is listed as / | i | / | /

Other entries:
SMILES	DYRK1A inh	KCNK3 inh	GSK3 alpha inh	HDAC3 inhib
c1ccc2c(c1)CNCc1cnnn1-2	/	i	/	/
Oc1cc(Cl)c(Cl)c(Cl)c1	/	i	/	/
CC(=O)Nc1ccc(S(=O)(=O)N2Cc3cnnn3-c3ccccc3C2C#N)cc1 (stereo not given)	/	i	/	/
CCOC(=O)CC1c2ccccc2-n2nncc2CN1Cc1ccc(OC)cc1 (stereo not given)	/	i	/	/
CCOC(=O)c1cnc(SCc2ccc(Cl)c(Cl)c2)nc1N1CC1	/	i	/	/
CCC1C2Cc3ccc(O)cc3C1(CC)CCN2C (stereo not given)	/	i	/	/
COc1cc(C2c3cc4c(cc3CC3COC(=O)C32)OCO4)cc(OC)c1O (stereo not given)	/	i	/	/
Cc1ccc(S(=O)(=O)N2Cc3ccccc3-n3nncc3C2)cc1	/	i	/	/
CS(=O)(=O)N1Cc2ccccc2-n2nncc2C1	/	i	/	/
COc1cc(/C=C2\C[C@H]3[C@@H]4CC=C5C[C@@H](N6CCCC6)CC[C@]5(C)[C@H]4CC[C@]3(C)[C@H]2O)cc(OC)c1OC	/	i	/	/
COc1ccc(NP2(=O)NCCCN2)cc1	/	i	/	/
CC(=O)N(C)C1=Nc2ccc(Cl)cc2C(c2ccccc2)=[N+]([O-])C1	/	i	/	/
CCOC1=C(N2CC2)C(=O)C(OCC)=C(N2CC2)C1=O	/	i	/	/
N#CC1c2ccccc2-n2nncc2CN1S(=O)(=O)c1ccc(Cl)cc1 (stereo not given)	/	i	/	/
CN1C(=O)NC(=O)C(N=Nc2ccc(Cl)cc2)C1=O (stereo not given)	/	i	/	/
ClCCN(CCCl)c1ccc(-n2cnc3c(Cl)ncnc32)cc1	/	i	/	/
N#Cc1ccc(NC(=O)CN2C(=O)NC3(CCCCCCC3)C2=O)cc1Cl	/	i	3	0
CCCCCC[N+](=O)[O-]	/	i	-3	2
CCN(CC)C(=O)c1ccc(NC(=O)c2ccc(N3CCCC3=O)cc2)cc1	/	i	-1	11
ClCCOCCCl	/	i	-1	2
CC(C)[C@]12CC(=O)[C@H](C)[C@H]1C2	/	i	-4	4
CN(C)C1(CNC(=O)c2ccc(NS(=O)(=O)c3ccc(Cl)c(Cl)c3)cc2)CCCCC1	/	i	0	1
COC1=CC2C3Cc4ccc(OC)c(O)c4C2(CCN3C)CC1=O (stereo not given)	/	i	5	1
Cc1cccc(NC(=O)CN2CCN(C(=O)COc3cccc(Br)c3)CC2)c1C	/	i	-2	2
Cc1ccccc1[N+](=O)[O-]	/	i	-2	-4
COc1cc(-c2ccc(N)c(OC)c2)ccc1N	/	i	-1	2
C/C=C/c1ccc2c(c1)OCO2	/	i	-7	6
CCN(C(=O)COC(=O)Cc1ccccc1)c1c(N)n(Cc2ccccc2)c(=O)[nH]c1=O	/	i	-1	-9
CCSC(=O)N1CCCCCC1	/	i	-4	2
Brc1ccc(Oc2ccc(Br)cc2Br)c(Br)c1	/	i	0	-6
O=NN1CCCCC1	/	i	-5	3
Cc1ccc2c(c1N)C(=O)c1ccccc1C2=O	/	i	-2	1
O=C(CCC(=O)N1C[C@H]2C[C@@H](C1)c1cccc(=O)n1C2)NCc1ccccc1C(F)(F)F	/	i	1	-4
CC(C)(O)C(=O)Nc1ccc([N+](=O)[O-])c(C(F)(F)F)c1	/	i	0	1
O=[N+]([O-])CCO	/	i	-4	-8
C[C@]12CCC3C(CC[C@H]4C[C@@H](O)CC[C@]34C)C1CC[C@@H]2OC(=O)[C@H](N)CCCCN (stereo not given in full)	/	i	4	3
CCN(CC)CCO	/	i	-1	-4
Nc1ncc([N+](=O)[O-])s1	/	i	-1	-6
CCC(C)(C)c1ccc(O)cc1	/	i	-1	7
COc1ccc(S(=O)(=O)N2CCOCC2)cc1NC(=O)COC(=O)Cc1ccccc1	/	i	-1	0
C=CC(=O)NCNC(=O)C=C	/	i	-1	2
O=C(O)C(Br)CBr (stereo not given)	/	i	0	-1
BrCC(Br)C1CCC(Br)C(Br)C1 (stereo not given)	/	i	-1	-6
CCC/C=N/O	/	i	-5	3
O=C1C2(Cl)C3(Cl)C4(Cl)C(Cl)(Cl)C5(Cl)C3(Cl)C1(Cl)C5(Cl)C24Cl (stereo not given)	/	i	-2	0
CCC(=O)OC(Cc1ccccc1)(c1ccccc1)[C@H](C)CN(C)C (stereo not given in full)	7	i	/	/
COc1ccc(-c2ccc(OC)c(OC)c2OC)cc1	-8	i	/	/
CN1[C@@H]2CCC[C@H]1CC(=O)C2	8	i	/	/
Nc1nc(N)c2cnnn2n1	0	i	/	/
O=C1C(=Cc2ccccc2)N2CCC1CC2	2	i	/	/
CC1[C@H]2Cc3ccc(O)cc3[C@]1(C)CCN2C (stereo not given in full)	0	i	/	/
COc1cccc2c1C(=O)c1c(O)c3c(c(O)c1C2=O)CC(O)(C(C)=NO)CC3OC1CC(N)C(O)C(C)O1 (stereo not given)	2	i	/	/
COc1ccc(CC2NCC(O)C2OC(C)=O)cc1 (stereo not given)	1	i	/	/
CN1CC[C@]23c4c5ccc(OC6OC(C(=O)O)[C@@H](O)C(O)[C@H]6O)c4OC2C(O)C=CC3[C@H]1C5 (stereo not given in full)	4	i	/	/
CN1CC(Br)C(=O)NC1=O (stereo not given)	-7	i	/	/
COc1cc2c(c(OC)c1O)-c1ccc(OC)c(=O)cc1C(NC(=O)C(F)(F)F)CC2 (stereo not given)	2	i	/	/
Cc1cccc(CC(c2cccc(C)c2)N(C)C)c1 (stereo not given)	-4	i	/	/
CC(CN1CCOCC1)C(C#N)(c1ccccc1)c1ccccc1 (stereo not given)	-1	i	/	/
O=C1c2ccccc2-c2cc3ccccc3cc21	1	i	/	/
COC(=O)C1C(C(=O)O)C2(Cl)C(Cl)=C(Cl)C1(Cl)C2(Cl)Cl (stereo not given)	-1	i	/	/
Next records follow.
SMILES	DYRK1A inh	KCNK3 inh	GSK3 alpha inh	HDAC3 inhib
C[C@]12CCC3C(CC[C@H]4C[C@H](O)[C@H](O)C[C@]34C)C1CC[C@@H]2O (stereo not given in full)	-3	i	/	/
CN1C(=O)C(C2CCCCC2)C(=O)N(C)C1=O	-2	i	/	/
O=C(Cc1cc(=O)oc2cc(O)ccc12)NN=Cc1ccc(N(CCCl)CCCl)cc1	-2	i	/	/
C[C@]12CCC3C(CC[C@H]4[C@H](O)[C@H](O)CC[C@]34C)C1CC[C@@H]2O (stereo not given in full)	2	i	/	/
C=C(C)C1(CCCC)C(=O)NC(=S)NC1=O	0	i	/	/
CNC(=O)Oc1ccccc1OC(C)C	-4	i	/	/
Nc1ccc(Sc2ccc(N)cc2)cc1	11	i	/	/
COC1C(O)C(C)OC(OC2CCC3(C)C(CCC4C3C(O)CC3(C)C(C5=CC(=O)OC5)CCC43O)C2)C1O (stereo not given)	2	i	/	/
C=CCCC1(C(C)C)C(=O)NC(=S)NC1=O	-8	i	/	/
CN1CC[C@@]2(C)c3cc(O)ccc3N(C)[C@@H]12	8&3	i	/	/
O=C/C=C/c1ccccc1	-1	i	/	/
CC12C(C(=O)O)C1(c1ccccc1)C2C(=O)O (stereo not given)	-1	i	/	/
N#CCCCCC#N	-1	i	/	/
COC1C(O)C(C)OC(OC2CCC3(C=O)C(CCC4C3CCC3(C)C(C5=CC(=O)OC5)CCC43O)C2)C1O (stereo not given)	2	i	/	/
CC=C(C)C(=O)OC1CCN2CC=C(COC(=O)C(O)(C(C)OC)C(C)(C)O)C12 (stereo not given)	-9	i	/	/
N#CC1C(C#N)C2CCC1C1C2N1c1ccccc1 (stereo not given)	3	i	/	/
O=[N+]([O-])c1cccc(NP(=O)(N2CC2)N2CC2)c1	6	i	/	/
CCCCNC(C)Cc1ccccc1 (stereo not given)	-7	i	/	/
Oc1ccc2c3c1OC1[C@H](O)CC[C@@]4(O)[C@@H](C2)N(CC2CC2)CC[C@]314 (stereo not given in full)	0&0	i	/	/
CCC1(c2ccccc2)C(=O)NC(=O)NC1=O	-7	i	/	/
CC(CC(C#N)(c1ccccc1)c1ccccc1)N1CCCCC1 (stereo not given)	-1	i	/	/
N[C@@H]1CC[C@@]2(O)[C@H]3Cc4ccc(O)c5c4[C@@]2(CCN3CC2CC2)C1O5 (stereo not given in full)	-10	i	/	/

Exported in markdown: part of the list above.
| Compound | DYRK1A inh | KCNK3 inh | GSK3 alpha inh | HDAC3 inhib |
| --- | --- | --- | --- | --- |
| COc1cc2c(c(OC)c1O)-c1ccc(OC)c(=O)cc1C(NC(=O)C(F)(F)F)CC2 (stereo not given) | 2 | i | / | / |
| Cc1cccc(CC(c2cccc(C)c2)N(C)C)c1 (stereo not given) | -4 | i | / | / |
| CC(CN1CCOCC1)C(C#N)(c1ccccc1)c1ccccc1 (stereo not given) | -1 | i | / | / |
| O=C1c2ccccc2-c2cc3ccccc3cc21 | 1 | i | / | / |
| COC(=O)C1C(C(=O)O)C2(Cl)C(Cl)=C(Cl)C1(Cl)C2(Cl)Cl (stereo not given) | -1 | i | / | / |
| C[C@]12CCC3C(CC[C@H]4C[C@H](O)[C@H](O)C[C@]34C)C1CC[C@@H]2O (stereo not given in full) | -3 | i | / | / |
| CN1C(=O)C(C2CCCCC2)C(=O)N(C)C1=O | -2 | i | / | / |
| O=C(Cc1cc(=O)oc2cc(O)ccc12)NN=Cc1ccc(N(CCCl)CCCl)cc1 | -2 | i | / | / |
| C[C@]12CCC3C(CC[C@H]4[C@H](O)[C@H](O)CC[C@]34C)C1CC[C@@H]2O (stereo not given in full) | 2 | i | / | / |
| C=C(C)C1(CCCC)C(=O)NC(=S)NC1=O | 0 | i | / | / |
| CNC(=O)Oc1ccccc1OC(C)C | -4 | i | / | / |
| Nc1ccc(Sc2ccc(N)cc2)cc1 | 11 | i | / | / |
| COC1C(O)C(C)OC(OC2CCC3(C)C(CCC4C3C(O)CC3(C)C(C5=CC(=O)OC5)CCC43O)C2)C1O (stereo not given) | 2 | i | / | / |
| C=CCCC1(C(C)C)C(=O)NC(=S)NC1=O | -8 | i | / | / |
| CN1CC[C@@]2(C)c3cc(O)ccc3N(C)[C@@H]12 | 8&3 | i | / | / |
| O=C/C=C/c1ccccc1 | -1 | i | / | / |
| CC12C(C(=O)O)C1(c1ccccc1)C2C(=O)O (stereo not given) | -1 | i | / | / |
| N#CCCCCC#N | -1 | i | / | / |
| COC1C(O)C(C)OC(OC2CCC3(C=O)C(CCC4C3CCC3(C)C(C5=CC(=O)OC5)CCC43O)C2)C1O (stereo not given) | 2 | i | / | / |
| CC=C(C)C(=O)OC1CCN2CC=C(COC(=O)C(O)(C(C)OC)C(C)(C)O)C12 (stereo not given) | -9 | i | / | / |
| N#CC1C(C#N)C2CCC1C1C2N1c1ccccc1 (stereo not given) | 3 | i | / | / |
| O=[N+]([O-])c1cccc(NP(=O)(N2CC2)N2CC2)c1 | 6 | i | / | / |
| CCCCNC(C)Cc1ccccc1 (stereo not given) | -7 | i | / | / |
| Oc1ccc2c3c1OC1[C@H](O)CC[C@@]4(O)[C@@H](C2)N(CC2CC2)CC[C@]314 (stereo not given in full) | 0&0 | i | / | / |
| CCC1(c2ccccc2)C(=O)NC(=O)NC1=O | -7 | i | / | / |
| CC(CC(C#N)(c1ccccc1)c1ccccc1)N1CCCCC1 (stereo not given) | -1 | i | / | / |

Screening data: PubChem, several laboratories

Only part of the results is shown, so the mix of outcomes need not match the whole.
